Bioassay records (PubChem)
RSV antiviral HEp-2: inhibition of RSV-induced cytopathic effect – HEp-2 cells, primary 10 µM value included (AID 2391). HEp-2 cells, RSV-induced CPE inhibition; higher % means a stronger effect. CPE inhibition, % at 10 µM; hits with a dose series show IC50 in µM. 0.13% of 310,000 active; in the data active = a potency from the dose series; note: strong numbers were not always called active
LYP phosphatase: PTPN22 lymphoid phosphatase activity blockers – biochemical, fluorescence intensity, uHTS (AID 1779) | inhibition, % at 11.5 µM, or IC50 in µM where a hit was titrated | 0.054% of 290,000 active | recombinant LYP phosphatase, fluorescence intensity; higher % means a stronger effect; in the data active = inhibition above about 50%;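 note: plate controls were vehicle with enzyme for no effect and no enzyme for full effect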
CSM14.1 death rescue: rescue of cells from ER stress-induced death, primary screen, 384-well, CSM14.1, thapsigargin, ATP luminescence (AID 1222); cellular ATP content (survival), % at 20 µM, or EC50 in µM where a hit was titrated; 190,000 tested, under 10 active; CSM14.1 thapsigargin-induced death rescue, ATP luminescence; higher % means a stronger effect;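 active = EC50 below 50 µM in the dose-response confirmation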;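 note: death triggered by thapsigargin at about 15 µM added after 2 h compound pretreatment; cell ATP read after overnight thapsigargin exposure of roughly 18 to 22 hours; normalized against plate controls of thapsigargin alone and 5% DMSO vehicle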
Large T inhibition: SV40 large T antigen inhibitors, biochemical (AID 1903) | SV40 large T antigen ATPase/helicase inhibition assay; higher % means a stronger effect | inhibition, % at 20 µM, or IC50 in µM where a hit was titrated | 0.39% of 310,000 active; in the data active = a potency from the dose series; note: strong numbers were not always called active
PhoP inhibition: PhoP-dependent GFP reporter repression – Salmonella Typhimurium, primary screen (AID 1863); S. Typhimurium PhoP-regulated promoter GFP reporter, 4 h; higher % means a stronger effect; inhibition, % at 50 µM, or IC50 in µM where a hit was titrated; 0.16% of 300,000 active;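 active = inhibition over 29.93%, a cutoff 3 SD above the screen mean, later confirmed by dose response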;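 note: 0% = low Mg2+ inducing control and 100% = high Mg2+ repressing control; strong numbers were not always called active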
MgcRacGAP inhibition: MgcRacGAP GTPase-activating activity inhibitors, confirmation, biochemical, ADP Hunter fluorescence; MgcRacGAP-stimulated Rac1 GTP hydrolysis, ADP Hunter fluorescence; higher % means a stronger effect; GST-tagged Rac1 F28L mutant substrate; one-dose inhibition, % at 30 µM; IC50 in µM for titrated hits; 0.6% of 340,000 active; AID 624330;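 active = first-screen hits whose inhibition reached a set limit at any dose in the follow-up dose series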;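 note: fluorescence reports GDP produced by GAP-driven GTP hydrolysis; strong numbers were not always called active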
West Nile antiviral: West Nile virus antiviral activity, cell-based, CPE readout (AID 1621); CPE inhibition, % at 10 µM, or IC50 in µM where a hit was titrated; West Nile virus-infected cells, CPE inhibition; higher % means a stronger effect; 0.02% of 290,000 active; in the data active = a potency from the dose series; note: strong numbers were not always called active
GPR35 antagonists: inhibition of zaprinast-stimulated GPR35 beta-arrestin translocation – imaging, U2OS, beta-arrestin-GFP, zaprinast agonist, primary screen (AID 2058); inhibition, % at 10 µM; hits with a dose series show IC50 in µM; U2OS GPR35 beta-arrestin-GFP translocation imaging, zaprinast antagonism; higher % means a stronger effect; 0.052% of 290,000 active;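 active = inhibition of at least 50% with at least 30 cells and total cytoplasm GFP at most 10,000,000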
NS5 inhibitors: Dengue-2 NS5 methyltransferase inhibitors, primary screen, biochemical, confirmation dose response (AID 588689) | Dengue-2 NS5 methyltransferase capping enzyme assay, biochemical; higher % means a stronger effect | inhibition, % at 25 µM; hits with a dose series show IC50 in µM | 0.3% of 340,000 active; in the data active = a potency from the dose series
NS5 inhibitors pilot replicate: also measured in NS5 inhibitors; calls as there; inhibition, %; measured here: pilot screen replicate inhibition
* hit, by the source's call; / = not tested or not shown. Compounds as they come. About 1.5% of those tested had a hit in this group.

SMILES | RSV antiviral HEp-2 | LYP phosphatase | CSM14.1 death rescue | Large T inhibition | PhoP inhibition | MgcRacGAP inhibition | West Nile antiviral | GPR35 antagonists | NS5 inhibitors | others
CCN1C(=O)C(CC(=O)NC)N(NC(=O)c2ccccc2)C1=S (centres undefined) | 0.1% | -3.9% | -6.4% | 8.2% | 24.3% | 0.2% | -0.2% | 8.6% | -11.7%
CC(=O)c1ccc(OCCOc2ccc([N+](=O)[O-])cc2)cc1 | 5.3% | -3.0% | / | 13.7% | -3.6% | 6.2% | -0.7% | 20.3% | 8.9%
COc1ccc2ccccc2c1C1NC(=O)NC(C)=C1[N+](=O)[O-] (centres undefined) | 0.7% | -2.0% | / | 8.4% | -2.4% | 1.6% | -0.4% | -3.9% | -8.1%
O=C(CCCCCNc1nc(=S)[nH]c2ccccc12)NCCc1ccccc1 | 0.5% | -0.9% | -0.3% | 1.6% | -0.6% | 1.9% | 0.4% | -12.9% | 2.5%
COc1ccc(S(=O)(=O)N2CCCCCC2)cc1C(=O)N(C)CC(=O)Nc1ccccc1Cl | -1.0% | / | / | 10.1% | 3.8% | 3.5% | / | / | -3.0%
CCOc1ccc(CNC(=S)N/N=C/c2cccnc2)cc1 | 10.3% | -6.4% | -2.2% | 7.8% | -7.4% | 6.3% | 0.2% | 5.6% | -11.8%
Cc1cc(NC(=O)c2cccc(S(=O)(=O)N3CCC(C)CC3)c2)no1 | 5.6% | -5.4% | / | 18.4% | 2.2% | 9.9% | -1.3% | 1.7% | 3.2%
N#CCSCC(=O)Nc1ccc(Cl)cc1 | 1.3% | -7.2% | 2.3% | 6.7% | 25.5% | 3.4% | 0.0% | -7.3% | 8.1%
CC(C)NC(=O)NC(=O)CSc1nnc(-c2ccccc2F)n1N | 2.3% | 1.3% | 0.2% | 23.8% | 4.0% | 2.5% | -0.3% | -7.9% | 0.0%
COc1cccc(CNS(=O)(=O)c2ccc3c(c2)C(C)(C)C(=O)N3C)c1 | 1.8% | -11.0% | / | 10.3% | 12.5% | 5.7% | 0.4% | 16.4% | -1.8%
Cc1cccc(NC(=O)c2cccc(C(=O)Nc3cccc(C)c3C)n2)c1C | 0.3% | -10.1% | / | 13.7% | -7.8% | 3.7% | -0.4% | -4.6% | 2.0% | NS5 inhibitors pilot replicate=3.3
CC12CCC(C(=O)Nc3ccccc3)(C(Br)C1=O)C2(C)C (centres undefined) | -0.3% | 0.7% | -1.4% | 6.5% | -14.0% | -7.1% | -0.4% | -5.5% | 0.0%
CCOC(=O)N1CCN(c2nnnn2-c2ccccc2)CC1 | 0.3% | -6.6% | 1.0% | 7.9% | -5.1% | 5.0% | 0.2% | 18.2% | 0.7%
CC(=O)N[C@@H](C)C(=O)N1CCN(S(=O)(=O)c2ccc(Cl)cc2)CC1 | 0.3% | -0.2% | -0.3% | 9.6% | 2.0% | 4.0% | -0.2% | -4.7% | -9.5%
COc1ccc(CCN2CC(C(=O)NCc3cnn(C(C)C)c3)CCC2=O)cc1 (centres undefined) | -0.6% | -0.9% | / | 14.1% | -4.7% | 7.6% | -0.4% | -9.6% | -1.6%
CCn1c(=O)c(=O)n(CC)c2cc(S(=O)(=O)N3CCc4ccccc43)ccc21 | 0.5% | -2.0% | 0.2% | 6.8% | 8.2% | 1.0% | 0.3% | 7.2% | 2.2%
CCn1nc(C)c(NS(=O)(=O)c2ccc(C)cc2)c1C | 2.4% | -2.4% | 0.0% | 22.0% | -0.1% | 2.6% | -1.3% | 7.9% | -5.6%
CN(C)S(=O)(=O)c1ccc(C(=O)Nc2cccc(C(=O)N3CCOCC3)c2)cc1 | 2.0% | -5.5% | / | 13.9% | -0.9% | 4.4% | 1.1% | -11.5% | -1.9%
CN1CCN(CC(=O)Nc2ccc(S(=O)(=O)N(C)C)cc2)CC1 | 1.2% | -1.4% | / | 1.0% | 8.4% | / | 1.5% | 10.2% | 2.6%
Cc1ccc(N(C)C(=O)N2CCN(S(=O)(=O)c3c(C)cc(C)cc3C)CC2)cc1 | 1.4% | 7.5% | 0.8% | 11.6% | -6.8% | 5.3% | -0.5% | -4.9% | -1.6%
CCOc1cc(CNC(CC)CO)ccc1OCC(=O)Nc1cccc(C(F)(F)F)c1 (centres undefined) | -1.3% | -5.4% | -2.7% | 25.0% | -6.5% | 5.8% | -0.6% | 3.0% | 2.3%
COc1cc(CC(C#N)(CO)c2nc3ccccc3[nH]2)ccc1OC(F)F (centres undefined) | 8.2% | -1.5% | -1.4% | 22.8% | 4.8% | 4.7% | -1.0% | -6.8% | 1.3%
N#CCC(=O)N/N=C/c1cn(Cc2ccccc2C#N)c2ccccc12 | / | -2.7% | / | 14.2% | -5.7% | -0.1% | 0.2% | 6.6% | -2.3%
O=C(Nc1ccsc1C(=O)NC1CC1)c1ccccc1 | 4.8% | 0.8% | -0.3% | -1.0% | 15.4% | 7.0% | 0.4% | -7.0% | -5.7%
COC(=O)/C=C1\N/C(=N\c2nc(C)cc(C)n2)N(c2ccc(C)cc2)C1=O | 0.2% | -1.5% | -2.0% | 2.4% | 6.0% | 3.7% | 0.2% | 8.2% | -12.7%
CSc1ccc(S(=O)(=O)N2CCC(C(=O)NCc3ccco3)CC2)cc1 | 0.4% | -10.3% | / | 14.2% | 4.5% | 6.5% | -1.4% | 10.9% | -5.1%
CCOc1cc(S(=O)(=O)NCC2CCCO2)ccc1F (centres undefined) | -0.3% | -6.2% | / | 13.2% | -5.8% | 3.9% | 0.2% | 9.4% | -3.9%
COc1cccc(C2C(C(=O)c3cc4ccccc4o3)=C(O)C(=O)N2CCN2CCOCC2)c1 (centres undefined) | -0.8% | -1.2% | / | -0.6% | -0.7% | 3.7% | -0.3% | 11.6% | -5.1%
O=c1[nH]c2ccc(NC(=S)Nc3ccccc3)cc2[nH]1 | 3.2% | -5.0% | -0.3% | 19.7% | -1.9% | 23.0% | 0.1% | -16.5% | -0.7%
O=C(CNC(=O)[C@@H]1Cc2ccccc2CN1)NC1CCCC1 | 2.4% | -8.5% | / | 9.4% | -4.3% | 6.9% | -0.1% | 12.6% | -9.6%

For reference, 5 of the compounds above:
SMILES | RSV antiviral HEp-2 | LYP phosphatase | CSM14.1 death rescue | Large T inhibition | PhoP inhibition | MgcRacGAP inhibition | West Nile antiviral | GPR35 antagonists | NS5 inhibitors | others
CSc1ccc(S(=O)(=O)N2CCC(C(=O)NCc3ccco3)CC2)cc1 | 0.4% | -10.3% | / | 14.2% | 4.5% | 6.5% | -1.4% | 10.9% | -5.1%
CCOc1cc(S(=O)(=O)NCC2CCCO2)ccc1F (centres undefined) | -0.3% | -6.2% | / | 13.2% | -5.8% | 3.9% | 0.2% | 9.4% | -3.9%
COc1cccc(C2C(C(=O)c3cc4ccccc4o3)=C(O)C(=O)N2CCN2CCOCC2)c1 (centres undefined) | -0.8% | -1.2% | / | -0.6% | -0.7% | 3.7% | -0.3% | 11.6% | -5.1%
O=c1[nH]c2ccc(NC(=S)Nc3ccccc3)cc2[nH]1 | 3.2% | -5.0% | -0.3% | 19.7% | -1.9% | 23.0% | 0.1% | -16.5% | -0.7%
O=C(CNC(=O)[C@@H]1Cc2ccccc2CN1)NC1CCCC1 | 2.4% | -8.5% | / | 9.4% | -4.3% | 6.9% | -0.1% | 12.6% | -9.6%

Going on with the list:
SMILES | RSV antiviral HEp-2 | LYP phosphatase | CSM14.1 death rescue | Large T inhibition | PhoP inhibition | MgcRacGAP inhibition | West Nile antiviral | GPR35 antagonists | NS5 inhibitors | others
CCc1nnc(NC(=O)CCC(=O)NC2CCCc3ccccc32)s1 (centres undefined) | 1.9% | -7.1% | 0.8% | 6.9% | -11.0% | 0.0% | 0.3% | 1.9% | -5.1%
COc1cc(/C=N/N2CCN(c3ccccc3OC)CC2)ccc1OC(C)=O | 0.9% | -8.5% | / | 11.8% | 3.5% | 6.8% | -0.2% | 5.6% | -6.2%
CCn1c(=O)c2c(nc3n2CCCN3CCc2ccc(OC)c(OC)c2)n(C)c1=O | 0.0% | -3.5% | / | 2.7% | -2.1% | / | -0.5% | -7.5% | -3.3%
Cc1nnsc1C(=O)NNS(=O)(=O)c1ccccc1 | 0.2% | -3.8% | -0.1% | -0.5% | 0.3% | -0.6% | 0.5% | 17.8% | -2.3%
Cc1ccc(NS(=O)(=O)c2ccc3c(c2)NC(=O)CO3)cc1 | 2.5% | -5.9% | / | 6.5% | 2.6% | -33.3% | -0.6% | -9.0% | 2.6%
Cc1nn(CC(=O)N2CCN(C)CC2)c(=O)c2c1sc1ccccc12 | 6.3% | -8.6% | / | 11.4% | -1.0% | -12.9% | -0.1% | 34.3% | 3.7%
COc1ccc2nc(SCC(=O)NC(C)(C)C)[nH]c2c1 | 4.1% | -5.2% | / | 6.2% | 7.7% | 5.5% | -0.5% | 0.6% | -3.5%
Cc1ccc2c3c(c(SCC(=O)Nc4nccs4)nc2c1)CCCC3 | / | -0.9% | 1.2% | -1.0% | -8.6% | / | -0.3% | 1.6% | /
Cc1ccc(S(=O)(=O)CC(=O)c2ccc([N+](=O)[O-])cc2)cc1 | 1.3% | -10.5% | / | 13.6% | -7.1% | 15.9% | 0.4% | -0.5% | 12.2%
COc1ccc(C(=O)O/N=C(/c2ccccc2)c2ccncc2)cc1 | 2.1% | -5.1% | -2.2% | 13.2% | -5.5% | 5.0% | 0.9% | 4.5% | -9.3%
O=C(CSc1ccc2nnc(-c3ccncc3)n2n1)Nc1ccc2c(c1)OCO2 | 1.2% | -9.7% | 1.7% | 3.4% | -17.7% | 6.8% | -0.2% | 0.1% | -3.5%
CNC(=S)Nc1ccc([N+](=O)[O-])cc1 | -0.6% | -2.4% | 0.8% | 0.3% | 11.9% | 7.2% | 0.0% | 15.5% | -18.2%
O=C(Nc1cccc(-c2nc3ccccc3s2)c1)c1cccs1 | 38.2% | 1.1% | -3.7% | 9.7% | -12.9% | 14.8% | -1.1% | -13.3% | -4.5%
CCOP(=O)(OCC)c1nc(Cc2ccccc2)oc1NCc1ccccc1 | -2.1% | -3.8% | / | 6.2% | -1.9% | 4.0% | -0.9% | -0.4% | -5.4%
COc1ccccc1NC(=O)C(C)OC(=O)Cn1cnc2c1c(=O)n(C)c(=O)n2C (centres undefined) | -0.1% | / | / | 15.3% | -5.8% | 9.7% | / | / | -0.7%
CCOC(=O)c1cccc(NC(=O)CCNS(=O)(=O)c2cccc3nonc23)c1 | 1.4% | -7.6% | / | 0.9% | 0.8% | 1.8% | -1.1% | 3.4% | 0.0%
COc1ccc(-n2ncc3c2CC(C)(C)CC3NC(=O)c2cnc(C)cn2)cc1 (centres undefined) | 1.6% | -10.8% | / | / | -4.0% | -4.7% | -0.4% | 18.5% | -4.6%
CCn1c(CNC(=O)c2cc(OC)c(OC)c(OC)c2)cc2cc(C)ccc21 | 1.2% | -3.7% | / | 3.2% | 4.6% | / | -0.2% | 4.1% | -3.3%
O=C(NCC1CCCO1)c1ccc(COc2ccc(Br)cc2)cc1 (centres undefined) | -0.1% | -6.1% | -1.5% | 0.6% | 19.9% | 5.8% | -1.5% | 1.9% | 0.4%
COc1ccc(-c2nc3cc(C)ccn3c2NC(=O)c2c(F)cccc2Cl)cc1 | 2.3% | -5.3% | / | 6.8% | 1.3% | / | 0.3% | -7.1% | -4.6%
